# Assay outcomes: PubChem, National Center for Advancing Translational Sciences (NCATS)
# S3 lipid droplet: qHTS Assay for Lipid Storage Modulators in Drosophila S3 Cells; Drosophila S3 cells, BODIPY lipid droplet fluorescence, 18-24 h; cells fed with added oleic acid; Potency in µM for hits, for the others lipid storage change, negative = inhibition, % at the top dose, mostly 46.1 µM; 320,000 tested, 0.64% active; AID 2685; active means well fitted inhibition curve with a large enough effect in the signal ratio, with a control signal flat, not every such curve was filed as active; inconclusive means small, poorly fitted or top-dose-only effect, or effect the other way, or a change in a side signal; the % refers to the signal ratio
#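 Drosophila S3 cells got compounds at several concentrations plus oleic acid (400 uM solution). Laser-scanning cytometry with 488 nm excitation read lipid droplets at 500-530 nm and cells at 575-640 nm. Percent activity was relative to 20 uM Triacsin C.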
# S3 lipid droplet cell count max: recorded beside S3 lipid droplet, whose call it bears; cell number change, %; measured here: cell count max response;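 cells counted by Cell Tracker Red CMTPX staining in the red channel; peak over a dose series mostly up to 46.1 µM; percent activity relative to internal control wells on each plate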
# * = called active by the depositor; i = inactive; ? = inconclusive; · = not tested or not shown. On the % scale 0 is the no-effect control and ±100 the full control effect; potency means the concentration at half of the fitted maximal effect. Not all compounds are listed. The share of hits here may be higher or lower than overall.
# Fields: S3 lipid droplet | S3 lipid droplet cell count max
O=S(=O)(/C=C/c1ccccc1)Nc1cccc(S(=O)(=O)NC2=NCCC2)c1
 : ? | ·
CCOC(=O)c1c(NC(=O)COC)sc(C(C)=O)c1C
 : ? | ·
CCCCCC(=O)N[C@@H](c1ccccc1)[C@@H](O)C(=O)O[C@H]1C[C@@]2(O)[C@@H](OC(=O)c3ccccc3)C3[C@](C)(C(=O)[C@H](OC(C)=O)C(=C1C)C2(C)C)[C@@H](O)C[C@H]1OC[C@@]31OC(C)=O (stereo partly drawn)
 : ? | ·
Brc1ccc(-c2nnc(-c3ccc4c(c3)OCO4)o2)o1
 : ? | ·
Cc1cccc(CC(=O)NCCN2CCCCC2)c1
 : ? | ·
CC(C)C(=O)Nc1cccc(C(=O)Nc2ccccc2C(=O)O)c1
 : ? | ·
Cc1ccc(NC(=O)CS(=O)CC(=O)N(CC(=O)NC(C)(C)C)c2cccc(C)c2C)cc1 (stereo not drawn)
 : i | 1
O=C1COc2ccc(S(=O)(=O)Nc3cccc(Cl)c3)cc2N1
 : ? | ·
Cn1c(CCNS(=O)(=O)c2ccccc2)nc2cc([N+](=O)[O-])ccc21
 : -1% | -3
Cc1ccc2nc(-c3ccc(SCC(=O)Nc4ccc5c(c4)OCCO5)nc3)[nH]c2c1
 : ? | ·
CC(=O)NCCN=Cc1sc2ccccc2c1O
 : 2% | -3
CN1CCN(CCC(=O)Nc2ccc(OCc3ccccc3)cc2)CC1
 : 14% | -11
CC(=O)c1c(C)[nH]c(C(=O)CSc2nnc3ccccn23)c1C
 : ? | ·
Cc1ccc2c(c1)N(CC(=O)NC1CCCCCC1)C(=O)c1cccnc1O2
 : ? | ·
COc1ccc(C(=O)Nc2ccc(NC(=O)c3cccs3)cc2)cc1Cl
 : ? | ·
Cn1cnnc1SCC(=O)N1c2ccccc2-c2c(ssc2=S)C1(C)C
 : 10% | 1
O=C(CCSCCC(=O)N1CCCC1)N1CCCC1
 : i | 14
Cc1ccc(S(=O)(=O)C2(C(=O)NCc3ccccc3Cl)CC2)cc1
 : ? | ·
CCc1nnc(NC(=O)CN2CC(C)OC(C)C2)s1 (stereo not drawn)
 : 5% | 17
CCNS(=O)(=O)c1ccc(CCC(=O)N2CCN(c3cccc(Cl)c3)CC2)cc1
 : ? | ·
CCOc1ccc(CNC(=O)c2ccc(Sc3ccc(Cl)cc3)c(NC(C)=O)c2)cc1
 : 23% | 2
CC(=O)N(c1ccc2oc(=O)sc2c1)S(=O)(=O)c1cccs1
 : ? | ·
COc1cc(C(=O)Nc2c(C)cc(C)cc2C)c(Br)c(OC)c1OC
 : ? | ·
CCOc1cc(C(=O)N/N=C/C(Br)=C/c2ccccc2)cc(OCC)c1OCC
 : ? | ·
O=C(NCc1ccccc1)C12CC3CC(CC(C3)C1)C2
 : ? | ·
CC1(C)OC(=O)C(=CNn2cnc3ccccc3c2=O)C(=O)O1
 : 2% | 1
CS(=O)(=O)c1ccc(NCCN2CCOCC2)c([N+](=O)[O-])c1
 : ? | ·
COc1ccc(CCNC(=O)C2CCCN(c3nc4ccccc4s3)C2)cc1OC (stereo not drawn)
 : ? | ·
COc1cc2c(cc1NC(=O)C(c1ccccc1)c1ccccc1)CCCC2
 : ? | ·
COc1ccc(OC(=O)N2CCOCC2)cc1
 : 16% | 2
CC(=O)Oc1ccc2occ(C(=O)c3cccs3)c2c1
 : ? | ·
COc1ccc(Oc2ccc(C(F)(F)F)cc2NC(=O)c2ccc(C)cc2)cc1
 : ? | ·
Cc1ccc(CN2CCN(Cc3cccc4c3OCO4)CC2CCO)cc1 (stereo not drawn)
 : 16% | 2
COc1ccc(CN(C(=O)c2oc3ccccc3c2C)C2CCS(=O)(=O)C2)cc1 (stereo not drawn)
 : ? | ·
CCOc1ccc(/C=N/Nc2ccccn2)cc1
 : 2% | 12
O=C(c1ccncc1)N1CCN(S(=O)(=O)c2ccc3ccccc3c2)CC1
 : 25% | -15
CC(=O)c1ccc(Nc2cc(C)nc3ncnn23)cc1
 : ? | ·
COC(=O)C1=C(C)NC(=O)/C1=C\c1cc(C)n(-c2ccccc2C)c1C
 : ? | ·
Fc1ccc(Cn2nnnc2CN2CCc3ccccc3C2)cc1
 : ? | ·
CC(C)(O)P(C)(=O)c1ccccc1 (stereo not drawn)
 : ? | ·
COC(=O)CC1C(=O)NCCN1C(=O)c1cc(OC)c(OC)cc1OC (stereo not drawn)
 : ? | ·
CCOC(=O)c1[nH]c2ccc(OC)cc2c1NC(=S)N1CCN(c2ccccc2OC)CC1
 : 1% | 3
COc1ccc(NC(=O)CSc2nnc(C3CCCCC3)o2)c(OC)c1
 : -10% | ·
Cn1cc(Cl)c(/C(N)=N/OC(=O)c2ccccc2C(F)(F)F)n1
 : 1% | 15
Cn1c(Cn2c(=O)sc3ccccc32)nnc1SCc1ccc(F)cc1
 : -1% | -6

# Filtered by structure, those above with an aryl methoxy group
# Fields: S3 lipid droplet | S3 lipid droplet cell count max
COc1ccc(C(=O)Nc2ccc(NC(=O)c3cccs3)cc2)cc1Cl
 : ? | ·
COc1cc(C(=O)Nc2c(C)cc(C)cc2C)c(Br)c(OC)c1OC
 : ? | ·
COc1ccc(CCNC(=O)C2CCCN(c3nc4ccccc4s3)C2)cc1OC (stereo not drawn)
 : ? | ·
COc1cc2c(cc1NC(=O)C(c1ccccc1)c1ccccc1)CCCC2
 : ? | ·
COc1ccc(OC(=O)N2CCOCC2)cc1
 : 16% | 2
COc1ccc(Oc2ccc(C(F)(F)F)cc2NC(=O)c2ccc(C)cc2)cc1
 : ? | ·
COc1ccc(CN(C(=O)c2oc3ccccc3c2C)C2CCS(=O)(=O)C2)cc1 (stereo not drawn)
 : ? | ·
COC(=O)CC1C(=O)NCCN1C(=O)c1cc(OC)c(OC)cc1OC (stereo not drawn)
 : ? | ·
CCOC(=O)c1[nH]c2ccc(OC)cc2c1NC(=S)N1CCN(c2ccccc2OC)CC1
 : 1% | 3
COc1ccc(NC(=O)CSc2nnc(C3CCCCC3)o2)c(OC)c1
 : -10% | ·

# The list continues.
# Fields: S3 lipid droplet | S3 lipid droplet cell count max
CCOc1ccccc1N(CC(=O)N1CCc2ccccc2C1)S(C)(=O)=O
 : ? | ·
CC(OC(=O)c1cccn1C)C(=O)Nc1ccc2c(c1)OCO2 (stereo not drawn)
 : 8% | ·
Cc1cc(C)n(-c2nc(N(c3ccccc3)c3ccccc3)nc(-n3nc(C)cc3C)n2)n1
 : 0% | -10
Cc1cc(F)ccc1S(=O)(=O)Nc1ccccc1C(=O)N1CCCC1
 : ? | ·
C/C=C(/C)C(=O)Nc1cccc(C2=NOC3(C2)C[C@@H](C(N)=O)N(C(=O)c2ccc(OC)cc2)C3)c1 (stereo partly drawn)
 : ? | ·
COc1ccc(-c2cc(C)no2)cc1S(=O)(=O)N1CCN(c2cccc(C)c2)C(C)C1 (stereo not drawn)
 : ? | ·
CC(NC(=S)NC1CCCCC1)c1ccccc1 (stereo not drawn)
 : i | 16
COc1ccccc1N=c1oc2c(OC)cccc2cc1C(=O)NCc1ccco1
 : ? | ·
CC(C)(C)NC(=O)C(=O)NC(=O)c1c(F)cccc1Cl
 : -12% | 0
O=S(=O)(c1ccc2ccccc2c1)N1CCN=C1SCc1cccnc1
 : 8% | 0
N#Cc1cccc(NC(=O)c2cncn2-c2ccccc2)c1
 : ? | ·
O=C(C1=C[C@H](C2CC2)C[C@H](OCCCCO)O1)N1CCN(Cc2ccc3c(c2)OCO3)CC1
 : -21% | ·
c1ccc(-c2noc(COc3ccc4c(c3)OCO4)n2)cc1
 : i | -10
Cc1ccc(CN2C(=O)c3ccccc3Sc3ccc(C(=O)NCCCN4CCOCC4)cc32)cc1
 : i | -18
O=C(CSc1nnc(NC(=O)c2ccccc2F)s1)Nc1ccccc1F
 : ? | ·
CC1(C(=O)N2CCN(Cc3ccccc3Cl)CC2)CC1(Cl)Cl (stereo not drawn)
 : ? | ·
O=C(CC1SC(N2CCCCC2)=NC1=O)Nc1ccc(C(=O)O)cc1 (stereo not drawn)
 : -2% | 0
Clc1ccccc1Nc1nnc(-c2ccncc2)s1
 : ? | ·
Cc1cccc2cc(C#N)c(SCc3nnc(-c4ccccc4[N+](=O)[O-])o3)nc12
 : ? | ·
CC(C)(C)NC(=S)NCc1cccnc1
 : 0% | -3
Cc1nc(C)n(CC(C)C(=O)N2CCN(S(=O)(=O)c3ccc(Cl)cc3)CC2)n1 (stereo not drawn)
 : ? | ·
CO/N=C/c1ccc(Oc2ccc(C)cc2)c([N+](=O)[O-])c1
 : ? | ·
O=C1[C@@H]2Cc3c([nH]c4ccccc34)C(c3cccc(Br)c3)N2C(=O)CN1C1CCN(Cc2ccccc2)CC1 (stereo partly drawn)
 : ? | ·
OC(CNCc1ccco1)Cn1c2ccccc2c2ccccc21 (stereo not drawn)
 : ? | ·
C=CCN1C(=O)c2ccc(C(=O)N3CCN(c4ccccc4OC)CC3)cc2C1=O
 : 0% | -25
O=C(CCN1C(=O)/C(=C/c2ccccc2Cl)SC1=S)NC1CCS(=O)(=O)C1 (stereo not drawn)
 : ? | ·
COc1ccc(-c2nc3c(n2O)CCC/C3=N\O)cc1
 : 4.6µM* | 4.1*
COc1ccc(-n2c(CCc3ccccc3)nnc2SCC(=O)c2ccccc2)cc1
 : ? | ·
CC(=O)c1ccc(NC(=O)c2ccc3nc(C)sc3c2)cc1
 : ? | ·
CCOc1cc2c(cc1OCC)C(c1ccccc1)N(c1ccccc1)C(=O)C2 (stereo not drawn)
 : ? | ·
Cc1csc(SCC(=O)NC(=O)NC2CCCC2)n1
 : ? | ·
COCCCNC(=O)CCN1C(=O)COc2ccccc21
 : 5% | 4
Cc1cc(C[n+]2cc(Br)ccc2N)c2ncccc2c1
 : ? | ·
Cc1ccc(-c2nnc(CCC(=O)NCC3C4CC5CC(C4)CC3C5)o2)s1 (stereo not drawn)
 : ? | ·
COc1ccc(CN(C(=O)CSc2nnc(-c3ccccc3F)o2)c2ccc(F)cc2)cc1
 : ? | ·
CN(C(=O)CSc1nnnn1-c1ccccc1)C1CCS(=O)(=O)C1 (stereo not drawn)
 : ? | ·
CC(=O)OCc1nc2ccccc2s1
 : -3% | 12
CC(C)C(=O)Nc1ccccc1C(=O)N/N=C/c1ccc([N+](=O)[O-])cc1
 : i | 24
C=CCn1c(COc2ccc(Cl)cc2)nnc1SCC(=O)N/N=C/c1ccccc1
 : -21% | 7
O=C(c1ccccc1)c1cccn1CC(=O)N1CCCCCC1
 : 2% | 10
Cc1cccc(C(=O)Nc2cccc(OC(=O)c3cccc(C)c3)c2)c1
 : ? | ·
Cc1ccc(S(=O)(=O)N2CCN(c3ccnc4cc(Cl)ccc34)CC2)cc1C
 : 5% | -6
CCc1ccc(NC(=O)C2CCN(S(=O)(=O)c3ccc4c(c3)N(C(C)=O)CCO4)CC2)cc1
 : ? | ·
COC(=O)C1CCN(C(=O)c2ccc3nccnc3c2)CC1
 : 6% | 10
Cc1ccc(CNC(=O)c2ccc(OCC3CCCO3)cc2)cc1 (stereo not drawn)
 : ? | ·
O=C(CC12CC3CC(CC(C3)C1)C2)NC(Cc1ccccc1)C(=O)O (stereo not drawn)
 : ? | ·
CC1=C[C@H]2OC(=O)[C@@H](C)[C@H]2C[C@@H]2[C@H]1C[C@@H](O)[C@@]2(C)O
 : 1% | ·
COc1ccc(F)c(-c2nc(CN3CCN(C(=O)c4ccco4)CC3)c(C)o2)c1
 : 25% | 3
COc1ccc(N2C(=O)CC(Sc3nc4ccccc4s3)C2=O)cc1OC (stereo not drawn)
 : 7% | 0
CCOc1ccc(CNc2ccc3c(c2)ncn3C(C)(C)C)cc1
 : i | 7
Cc1ccc(-c2noc(CCCOc3ccc(Cl)cc3Cl)n2)cc1
 : ? | ·
CCCCCCn1c(N2CCC(C)CC2)nc2c1c(=O)[nH]c(=O)n2C
 : ? | ·
CCOC(=O)N1CCN(CCC(=O)Nc2cc(OC)ccc2OC)CC1
 : -9% | 8
O=C(N/N=C\c1cc2c(cc1Cl)OCO2)c1ccc(Br)s1
 : i | -6
COc1cccc(CNC(=O)c2cc(C3CC3)nc3c2cnn3C(C)C)c1
 : -15% | 6
O=C(O)C1C2CCC(C2)C1C(=O)NCCc1ccccc1 (stereo not drawn)
 : ? | ·
O=c1c2ccccc2c(-c2ccccc2)nn1-c1cc(Cl)cc(Cl)c1
 : 0% | 16
C=C1CCN(CC(=O)OC)S(=O)(=O)c2ccccc21
 : 10% | -1
O=C(CN1C(=O)C(=O)c2ccccc21)NCCc1ccccc1
 : 4% | -6
COC(=O)c1sccc1NC(=O)c1ccc2c(c1)OCO2
 : i | 1

# More records follow.
# Fields: S3 lipid droplet | S3 lipid droplet cell count max
CCOC(=O)C(NC(=O)CC(C)C)(Nc1sc(C)c(CC)c1C#N)C(F)(F)F (stereo not drawn)
 : ? | ·
Cc1cc(C)n(-c2ccc(C(=O)OCC(=O)Nc3ccc(S(=O)(=O)N4CCOCC4)cc3)cc2)n1
 : ? | ·
CC(NC(=O)COC(=O)CCc1ccc(S(=O)(=O)N2CCOCC2)cc1)C1CC2CCC1C2 (stereo not drawn)
 : ? | ·
Cc1ccnc(NC(=O)C2CCCN(S(=O)(=O)c3cnc[nH]3)C2)c1 (stereo not drawn)
 : 6% | 12
CC(C)(C)OC(=O)[C@H](Cc1ccccc1)NC(=O)c1nc[nH]c1C(=O)NC1CCNCC1
 : ? | ·
COCc1cc(=O)[nH]c(-c2csc(C)n2)n1
 : 6% | -1
C/C(=C\C(=O)OCC(=O)NCc1ccccc1)C(=O)OCC(=O)NCc1ccccc1
 : ? | ·
CC(C(=O)NCCc1ccc(F)cc1)N1CCN(Cc2ccccc2)CC1 (stereo not drawn)
 : 1% | 5
